# Bioassay records from PubChem.
# EPAC2 agonist = activates human EPAC2 exchange factor. Q8WZA2. EPAC2 activation, biochemical qHTS; response scale: 100% = 6.5 mM cAMP response. Potency, µM (doses to about 154 µM), inactives show at the highest dose activation, actives largely listed as activators. 0.079% of 360,000 active. AID 720711; also: potency is read from the fitted curve at half-maximal effect; nearly all actives have a fitted effect of over 50% in size
# Target sequence (Q8WZA2 whole entry, looked up): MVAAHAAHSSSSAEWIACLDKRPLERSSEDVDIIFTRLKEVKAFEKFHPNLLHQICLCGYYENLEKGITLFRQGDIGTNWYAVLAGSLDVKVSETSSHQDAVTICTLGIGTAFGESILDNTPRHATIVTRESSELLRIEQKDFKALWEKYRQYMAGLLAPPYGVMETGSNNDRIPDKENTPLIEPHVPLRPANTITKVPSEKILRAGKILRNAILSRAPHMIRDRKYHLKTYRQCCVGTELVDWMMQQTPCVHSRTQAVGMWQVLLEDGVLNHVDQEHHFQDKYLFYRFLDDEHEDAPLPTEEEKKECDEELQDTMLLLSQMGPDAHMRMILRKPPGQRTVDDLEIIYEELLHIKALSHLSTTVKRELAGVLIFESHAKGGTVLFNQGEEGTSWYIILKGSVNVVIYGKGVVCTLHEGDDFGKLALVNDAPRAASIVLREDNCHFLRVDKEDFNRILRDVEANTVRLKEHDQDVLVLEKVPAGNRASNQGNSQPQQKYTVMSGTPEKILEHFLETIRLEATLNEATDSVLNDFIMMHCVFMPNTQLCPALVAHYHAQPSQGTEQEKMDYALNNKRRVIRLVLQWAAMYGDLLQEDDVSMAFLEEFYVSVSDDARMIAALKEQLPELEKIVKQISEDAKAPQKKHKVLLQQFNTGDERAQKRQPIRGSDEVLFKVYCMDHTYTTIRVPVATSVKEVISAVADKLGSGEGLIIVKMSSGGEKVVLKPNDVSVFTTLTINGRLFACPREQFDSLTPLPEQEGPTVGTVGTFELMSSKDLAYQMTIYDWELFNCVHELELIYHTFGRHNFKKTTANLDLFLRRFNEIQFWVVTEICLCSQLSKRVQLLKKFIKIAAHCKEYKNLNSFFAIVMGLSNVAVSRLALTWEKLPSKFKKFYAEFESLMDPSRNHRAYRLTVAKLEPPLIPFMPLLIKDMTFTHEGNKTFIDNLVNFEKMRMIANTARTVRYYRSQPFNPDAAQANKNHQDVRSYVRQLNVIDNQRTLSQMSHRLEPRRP
#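 Nucleotide exchange monitored as fluorescence drop when BODIPY-GDP leaves Rap1B. Reaction: 100 nM EPAC2, 250 nM RAP1B-BODIPY-GDP, 50 uM GDP, room temperature, kinetic read over 30 min. Activity expressed relative to 6.5 mM cAMP.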
# PLK1 PBD inh = inhibitors of human PLK1 polo-box domain binding; Potency, µM, for inactives: max response, negative = inhibition, hits mostly inhibitors; Plk1 PBD binding of FITC phosphopeptide, fluorescence polarization; 2.8% of 360,000 active; AID 720504; also: potency is read from the fitted curve at half-maximal effect; series mostly up to about 57 µM; % is scaled to controls: 0 for no effect and ±100 for the full control effect; nearly all actives have a fitted effect of over 65% in size
# WRN inhibitor = WRN helicase (human) inhibition. Q14191. WRN helicase unwinding, fluorescent forked duplex, kinetic. Potency, µM (titrated, usually from 114 µM), inactives show top-dose activity change, negative = inhibition, most hits filed as inhibitors. 0.46% of 360,000 active. AID 651768; also: potency is read from the fitted curve at half-maximal effect; % is scaled to controls: 0 for no effect and ±100 for the full control effect; nearly all actives have a fitted effect of over 55% in size
#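 WRN at 20 nM final preincubated with compound 15 min at room temperature; reaction started with 100 nM fluorophore/quencher forked duplex oligonucleotide and 2 mM ATP final. Unwinding followed kinetically by red fluorescence (ex 525, em 598 nm).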
# EPAC1 ag = activates human EPAC1 exchange factor; O95398; EPAC1 agonist qHTS, biochemical assay; response scale: 100% = response to 6.5 mM cAMP; Potency, µM (doses to about 154 µM), for the others: at the top dose activation, usual class: activators; 0.073% of 360,000 active; AID 720707; also: potency is read from the fitted curve at half-maximal effect; nearly all actives have a fitted effect of over 60% in size
#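 Nucleotide exchange assay: 100 nM EPAC1 with 250 nM Rap1B loaded with BODIPY-GDP and 50 uM GDP, room temperature. Fluorescence (480/540 nm) read every 5 min for 30 min; signal change normalized to 6.5 mM cAMP as full agonist.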
# IL-2 act = IL-2 activation; IL-2 activation reporter assay, cell-based qHTS; stimulated with anti-CD3/CD4/CD28 beads; in transgenic mouse T cells; 0.065% of 360,000 active; activation, % (series mostly up to about 46 µM); in the data active = activation above about 50%; inconclusive = mostly about 30% to 49%; also: 0% is about no effect
#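 Using fluorescent plate cytometry, EGFP and DsRed are detected in transgenic mouse T cells stimulated 18 h at 37 degrees C with antibody-coated beads after 60 min compound pretreatment.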
# CCT modulator = changes cytosolic chaperonin activity; purified chaperonin ATPase assay, HTRF ADP detection, 30 min; activity change, % (no concentration beside the values), hits read low; 0.3% of 360,000 active; in the data active = activity change below about -30%; also: % is scaled to controls: 0 for no effect and ±100 for the full control effect
#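 TRiC (40 or 20 nM final, by batch activity) in 30 mM Tris pH 7.4, 100 mM KCl, 5 mM MgCl2, 1 mM DTT was treated with compound at 76 uM single dose, then 10 uM ATP, 30 min at 37 °C. ADP was read by HTRF Transcreener.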
# EPAC1 antag = EPAC1 (human) antagonism; O95398; EPAC1 GEF assay, Rap1b-BODIPY-GDP exchange fluorescence; Potency, µM (top dose mostly 115 µM), without a hit: at the top dose activity change, negative = inhibition, usual class: inhibitors; 0.14% of 360,000 active;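 also: potency is read from the fitted curve at half-maximal effect; plate controls were vehicle for no effect and positive control for full effect; nearly all actives have a fitted effect of over 50% in size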
# PI5P4K alpha inh = PI5P4K alpha (human) kinase inhibition; 1.2% of 330,000 active; PI5P4Kalpha enzyme, ADP-Glo luminescence, 60 min; hits give low values; AID 652105; max response, %; P48426; active = max response of -50% or lower; inconclusive = between -30% and -50%; inactive = -30% or higher; also: value at the top dose of about 77 µM; % is scaled to controls: 0 for no effect and ±100 for the full control effect
#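 Human PI5P4Kalpha with substrate in 0.038 M HEPES pH 7.4, 0.28 mM EGTA, 0.1% CHAPS, 5% DMSO; reaction started with 5 microM ATP (final), 60 min at room temperature. ADP formed read by ADP-Glo luminescence.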
# * hit, by the source's call; u = inconclusive; x = not tested or not shown; [ ] = dose if it differs, or a comment. Unless noted, calls follow the shape of the dose curve; as a rule, active = well fitted curve in the direction sought with a large enough effect; inconclusive = small, poorly fitted or top-dose-only effect, or another doubt; inactive = no such curve, though single readings can be large; an effect the other way counts as inactive or inconclusive. The list is partial. The share of hits here may be higher or lower than overall.
# Order of values – EPAC2 agonist, PLK1 PBD inh, WRN inhibitor, EPAC1 ag, IL-2 act, CCT modulator, EPAC1 antag, PI5P4K alpha inh
1: CCCN1CCN(C(=O)c2cc(COc3ccc(F)cc3F)on2)CC1
 : 11%, 2%, -23%, -1%, -3.2, 1.7, 10%, 4
2: COc1ccc(-c2cc(=O)c3cc(F)ccc3[nH]2)cc1
 : 9%, -1%, -8%[57.1 µM], 16%, -0.3, -0.4, 11%, 1
3: COc1ccccc1CNC(=O)CN(C)CC(=O)Nc1ccc(F)c(F)c1F
 : 3%, -7%, -5%, 0%, 0.3, 1.0, 16%, 1
4: c1ccc(-c2nnsc2-c2nc3ccccc3[nH]2)cc1
 : -1%, u, -3%[57.1 µM], -3%, -0.4, -0.1, 6%, 3
5: CCOc1ccc(C(=O)NC(=S)Nc2cccc(S(=O)(=O)NC3=NCCC3)c2)cc1
 : 6%, -17%, 0%, 4%, -1.1, -1.0, -5%, -1
6: CCC1=C(OC(=O)N(CC)CC)N2C(=O)OC(=NCCc3c[nH]c4ccccc34)[C@]2(Cc2ccccc2)[C@H]2C1=CC[C@H]1C(=O)NC(=O)[C@H]12
 : 9%, -5%, 0%, 2%, -0.5, -0.3, -23%, -5
7: CC1(NC(=S)NCCO)CCS(=O)(=O)C1 (configuration not stated)
 : 1%, 4%, -9%, -2%, 0.2, 1.8, 3%, -5
8: CC(C)[C@H](NC(=O)N1CCn2c1nc1ccccc12)C(=O)N[C@H](Cc1ccccc1)C(=O)O
 : -8%, -2%, 5%, -34%[inhibitor], -0.5, 1.5, -10%, -7
9: CCN(C(=O)CCS(=O)(=O)c1cccc2nonc12)c1ccc(C)c(C)c1
 : 1%, -12%, 2%, 1%, 0.7, -1.2, 4%, 2
10: CC(C)(C)Cc1c(-c2ccc(C#N)cc2)nc2ccc(Cl)cn12
 : 19%, -22%, 3%, -11%, 0.3, -0.7, -6%, -13
11: C[C@@H](O)C1NC(=O)[C@H](CCCCN)NC(=O)c2cc([N+](=O)[O-])cc(I)c2OCC[C@@H](C(N)=O)NC1=O (some centres not stated)
 : 6%, -11%, -4%[11.6 µM], -1%, -0.3, -1.1, 9%, 0
12: COC(CNC(=O)c1cc(C(=O)c2c(-c3c(Cl)cccc3Cl)noc2C)c[nH]1)OC
 : 1%, -8%, -2%, -2%, 0.0, -1.8, 3%, 7
13: O=C1OC(N2CCN(C(=O)c3ccco3)CC2)c2ccccc21 (configuration not stated)
 : -4%, -4%, 6%, 6%, -1.8, 0.9, 12%, -10
14: CCOc1cc(-c2nc3cc(C)ccn3c2NCC2CCCO2)ccc1O (configuration not stated)
 : 7%, 0%, -13%, 11%, -1.1, -0.7, -3%, x
15: N#Cc1cc2c(nc1SCC(O)CS(=O)(=O)Cc1ccc(Cl)cc1)CCCC2 (configuration not stated)
 : 14%, -6%, -10%, 13%, -0.5, -5.0, -1%, x
16: NC(=O)C[n+]1cccc(/C=N/O)c1
 : 10%, -4%, 0%, 6%, -0.8, 0.1, -26%, -12
17: Cc1ccc(NS(=O)(=O)c2cc3[nH]c(=O)c(=O)[nH]c3cc2C)c(C)c1
 : 6%, -20%, -4%, 5%, -1.4, -0.5, -8%, -2
18: Cc1ccc(S(=O)(=O)NC(=O)c2cccc(C)c2)cc1
 : 3%, 1%, 4%, 8%, -2.1, -0.1, 13%, -1
19: CCc1ccccc1NC(=O)N1CCC(NC(=O)C(Cc2ccc(OC)c(OC)c2)NC(C)=O)CC1 (configuration not stated)
 : -3%, 1%, 13%, -10%, -2.5, -0.1, 9%, 0
20: O=C(CCCCCCCC(=O)NCC1CCCO1)NCC1CCCO1 (configuration not stated)
 : 17%, -21%, -1%, 8%, -2.6, 1.5, 0%, x
21: CCCN(CCC)C(=O)CSc1nc2n[nH]c(C)c2c(=N)n1-c1ccc(OCC)cc1
 : -24%, -2%, -13%, -8%, -0.4, 0.1, -20%, -1
22: COc1ccc2nc3c(cc2c1)c(NC(=O)CC(C)C)nn3CC(C)C
 : 4%, -4%, 8%, 5%, 0.1, 0.1, -11%, 4
23: CCC(CCC(=O)NNC(=O)Cc1ccc([N+](=O)[O-])cc1)C(=O)O (configuration not stated)
 : -2%, 3%, 4%, 7%, 1.9, 0.1, 0%, -1
24: CC(=O)c1ccc(N2CCN(c3ncccn3)CC2)c([N+](=O)[O-])c1
 : 5%, -5%, -17%, 0%, -4.2, -0.5, -3%, 0
25: CCN(CC)c1ccc(NC(=O)c2ccc(Cl)nc2)cc1
 : -9%, -25%, 4%, 1%, -0.6, 0.1, 2%, -2
26: O=C(N[C@@H](Cc1ccccc1)C(=O)O)c1c(F)c(F)c(F)c(F)c1F
 : 6%, 0%, 9%, -17%, 1.1, -3.0, 33%[activator], 4
27: Cn1nnnc1SCC(=O)N1CCN(c2ccc(Cl)cc2)CC1
 : 0%, -3%, 1%, 15%, -2.1, 0.3, 0%, -3
28: CCOCCCNC(=O)c1ccccc1Br
 : 8%, -11%, 5%, 9%, -1.0, -0.9, 8%, x
29: NC(=O)c1c(NC(=O)c2ccncc2)sc2c1CCCCCC2
 : -2%, -10%, 2%, -2%, 0.0, -4.4, 2%, 0
30: Cc1onc(-c2ccccc2Cl)c1C(=O)N1CCN(C)CC1
 : 4%, 2%, -13%, 2%, 0.1, 1.7, -12%, 1
31: CN(Cc1nc(-c2cccs2)no1)CC1COCCO1 (configuration not stated)
 : 8%, -14%, -1%, 10%, 0.0, -1.0, -19%, 1
32: O=C1N=c2ccccc2=C1c1sc(Nc2ccc(O)cc2)nc1O
 : 1%, -21%, u, -4%, -2.1, 1.3, 45µM*, -65*
33: COc1ccc(C2NC(=O)NC(C)=C2C(=O)OC2CCCCC2)cc1OC (configuration not stated)
 : 14%, -3%, 9%, -2%, 0.2, 1.5, -1%, -8
34: Cc1ccc(SC[C@H](C)CN2CCC(NC(=O)OCc3ccccc3)CCC2=O)cc1 (some centres not stated)
 : -1%, -21%, -9%, 5%, 1.0, 2.6, -23%, 7
35: Cc1ccc(NC(=O)Nc2cc(S(=O)(=O)N(C)C)ccc2C)cc1
 : 28%, -9%, 5%, 2%, 1.2, -3.3, -8%, -5
36: O=C(COc1ccccc1)NCC(c1cccs1)N1CCOCC1 (configuration not stated)
 : 0%, -4%, -10%, 8%, 0.1, -1.2, 5%, x
37: CCCc1ccc(C(=O)NNc2ccc(F)cc2)cc1
 : 4%, -2%, -1%, -2%, -2.2, -0.5, -6%, 6
38: CCOC(=O)C1CCN(S(=O)(=O)c2cnc[nH]2)CC1
 : 6%, -6%, 2%, 8%, 2.2, 0.6, 12%, -1
39: Brc1cc2c(cc1/C=N/Nc1nc(N3CCCC3)nc(N3CCOCC3)n1)OCO2
 : 12%, 0%, -4%, 4%, -2.0, 1.0, 12%, 0
40: O=C(Cn1c(=S)[nH]c2ccccc2c1=O)N1CCN(c2ccccc2)CC1
 : 1%, -9%, -1%, 6%, 0.8, -13, -5%, -10
41: COC1=CC(=O)OC(c2cccc(Cl)c2)C1 (configuration not stated)
 : 11%, -12%, 0%, 11%, -0.1, x, 9%, -1
42: c1ccc(Cn2cc(-c3ccccc3)cn2)cc1
 : 10%, -9%, -4%, -1%, 1.0, 0.2, -9%, -1
43: COc1ccccc1CCC(=O)OCC(=O)N1CCN(S(=O)(=O)c2ccc(C)cc2C)CC1
 : 10%, -2%, -2%, -1%, -2.4, -1.5, -27%, 3
44: Clc1cccc(NCc2nnc(SCc3ccccc3)o2)c1
 : 15%, -6%, -6%, 13%, 4.7, -0.2, 4%, -1
45: COc1ccccc1NC(=O)COc1ccc(C(F)(F)F)cc1[N+](=O)[O-]
 : 8%, 27µM*, 21%, -3%, 0.1, -1.2, 5%, -4
46: COP(=O)(OC)C(Nc1ccc(C)cc1)c1ccc(Br)cc1 (configuration not stated)
 : 3%, -3%, -3%[57.1 µM], 0%, 1.1, -0.7, -15%, 2
47: CCN(CC)S(=O)(=O)c1ccc(N2CCOCC2)c(NS(=O)(=O)c2ccc(C)cc2)c1
 : -6%, -14%, -17%, -5%, 1.1, -2.5, -7%, -5
48: C=CCSc1n[nH]c(-c2ccc(OCCC)cc2)n1
 : 11%, -5%, -12%, -5%, -3.3, -4.4, 7%, x
49: Cc1ccc(S(=O)(=O)N2CCCCC2)cc1NC(=O)C1CCC1
 : 2%, -4%, -15%, 0%, 0.1, -2.5, -1%, 1
50: CC(Oc1ccc(Cl)cc1Cl)C(=O)NCCCN(C)C (configuration not stated)
 : -3%, -1%, -1%, -4%, -1.4, 0.7, 11%, x
51: CN(C)c1nc(Nc2ccc(F)cc2)nc(Oc2ccc(F)cc2)n1
 : 3%, -1%, -9%, 0%, -0.9, 1.9, -5%, -1
52: CCOC(=O)C(CSCC(=O)c1ccc(Cl)cc1Cl)NC(=O)OC(C)(C)C (configuration not stated)
 : -10%, -17%, -7%, -5%, -2.4, -0.6, u, -1
